# miR-122 sensor: blocks miR-122 activity in Huh7 sensor cells; activation (reporter increase), % at 12.5 µM; hit rate 0.3% among 340,000; Huh7 miR-122 Renilla luciferase sensor, 48 h; neutral wells = 0, positive control = 100; AID 602342;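 active means mean replicate activation score at least 90 and every replicate individually at or above 90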;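 further: higher luciferase means less miR-122 activity so hits act as miR-122 inhibitors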
# SIRT5 inh: blocks human SIRT5 desuccinylation of peptide | Q9NXA8 | Purified SirT5, succinyl-peptide AMC, trypsin-coupled fluorescence | inhibition, % at 15 µM | hit rate 1.1% among 330,000; in the data active means inhibition above about 15%
# Target sequence (Q9NXA8 whole entry, looked up): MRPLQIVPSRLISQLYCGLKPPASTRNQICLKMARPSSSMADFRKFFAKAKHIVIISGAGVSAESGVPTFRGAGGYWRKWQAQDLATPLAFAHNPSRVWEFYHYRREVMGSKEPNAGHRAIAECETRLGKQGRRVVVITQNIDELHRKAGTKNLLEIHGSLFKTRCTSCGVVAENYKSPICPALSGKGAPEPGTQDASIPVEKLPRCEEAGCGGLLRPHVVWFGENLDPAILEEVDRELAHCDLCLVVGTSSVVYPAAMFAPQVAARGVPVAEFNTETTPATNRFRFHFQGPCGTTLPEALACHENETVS
# ARNT-TACC3 inh: disruptors of human ARNT/TACC3 interaction. AID 623870. AlphaScreen His-ARNT PAS-B/GST-TACC3 binding, luminescence; TACC3 fragment carries E629A point mutation. Q9Y6A5. inhibition, % at 9.99 µM. hit rate 0.66% among 390,000;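 active means mean inhibition of replicates at least 50% and at least half of replicates each reaching 50%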;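 further: 0% = complete ARNT plus TACC3 wells and 100% = ARNT alone without TACC3; many hits fall short of the cut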
# Cneo AK release: causes C. neoformans cell lysis; adenylate kinase release luminescence, 4 h; normalised: neutral wells 0, clomiphene wells 100; lysis activity, % at 15 µM; hit rate 0.2% among 360,000; AID 651654;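 active means mean lysis activity across replicates of at least 80%, whatever share of replicates individually reach that level; inactive means mean lysis activity below 80%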
#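 Schedule: static 4 h at 37 °C with compound, 1 h detection; system: C. neoformans cells; benchmarks: Clomiphene as positive control; buffer or medium: fresh YPD medium; measure: luminescence rise reflecting yeast cell lysis; measured by: luminescent adenylate kinase detection reagent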
# esBAF inh: SWI/SNF esBAF complex inhibition | reporter increase, % at 12.5 µM | mouse ES cells, Bmi1-luciferase knock-in reporter, 24 h; 100% = twice the neutral-well signal | hit rate 2% among 350,000; in the data active means activation above about 40%;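 further: 0% = median of the plate's neutral control wells and 100% = double that signal; a rise in the Bmi1 reporter signal indicates esBAF inhibition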
# ERp5 inh: inhibitors of human ERp5; ERp5 insulin aggregation, absorbance 650 nm, 90 min; hit rate 0.05% among 350,000; Q15084; inhibition, % at 9.99 µM; AID 651711;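 active means mean replicate inhibition above about 25%, with every replicate also reaching it, limit read from the data, passing the limit was not always enough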
# Target sequence (Q15084 whole entry, looked up): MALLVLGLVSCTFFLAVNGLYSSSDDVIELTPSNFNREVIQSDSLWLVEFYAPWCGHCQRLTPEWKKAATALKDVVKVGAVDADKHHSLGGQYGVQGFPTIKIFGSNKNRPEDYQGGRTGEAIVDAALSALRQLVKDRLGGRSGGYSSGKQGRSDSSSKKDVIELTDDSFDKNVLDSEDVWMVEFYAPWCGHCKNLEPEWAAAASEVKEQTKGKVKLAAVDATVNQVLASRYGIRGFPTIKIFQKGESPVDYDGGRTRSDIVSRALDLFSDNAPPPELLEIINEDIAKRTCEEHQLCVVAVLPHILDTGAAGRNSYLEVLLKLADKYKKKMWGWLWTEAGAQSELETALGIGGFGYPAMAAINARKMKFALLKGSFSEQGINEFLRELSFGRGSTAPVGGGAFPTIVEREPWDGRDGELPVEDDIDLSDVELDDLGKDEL
# C2C12 statin: protects C2C12 myotubes from simvastatin toxicity; hit rate 0.78% among 330,000; ATP luminescence, 48 h; scaled: DMSO 0, geranylgeraniol control 100; AID 602340; rescue of ATP level, % at 7.49 µM;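 active means mean ATP rescue above about 67%, or every replicate alone reaching that limit, limit read from the data, passing the limit was not always enough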;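 further: myotubes were challenged with 10 µM simvastatin during compound exposure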
# The depositor's hits bear a star; nt = no result given; & = joins results of further samples; [ ] = dose if it differs, or a comment.
SMILES,miR-122 sensor,SIRT5 inh,ARNT-TACC3 inh,Cneo AK release,esBAF inh,ERp5 inh,C2C12 statin
CCCCN(C=O)c1c(CC)nc2ccc(C(=O)NCc3ccc4c(c3)OCO4)cn12,-4,nt,nt,-1,-1,1,30
Cc1ccc2c(CN3CCN(Cc4ccc5c(c4)OCO5)CC3)cc(=O)oc2c1C,-1,-1,2&-31,-1&0,1&-5,5,6
CCNC(=S)N1N=C2c3ccccc3CCC2C1c1ccc(F)cc1 (stereo unspecified),6,-3,nt,-8,-11,0,4
COc1ccc(OCCNC2CCCC2)cc1,nt,-1,-3,nt,nt,-1,nt
C[C@H](CO)N1C[C@H](C)[C@H](CN(C)Cc2ccccc2)Oc2c(NC(=O)Nc3ccc(F)cc3)cccc2C1=O,30[16.7 µM],-4&2,7&0,7&-1,10&-8,-2&5,43&-14
S=c1[nH]nc(Nc2ccccc2Cl)s1,nt,10,3,nt,nt,4,nt
COc1ccc(CN(C)C[C@H]2Oc3c(NC(=O)C4CCOCC4)cccc3C(=O)N([C@@H](C)CO)C[C@@H]2C)cc1,11[16.7 µM],-2,-10,-1,-5,0,18
O=C(c1ccccc1)N1CCN(C(=O)c2ccc3c(c2)OCCO3)CC1,nt,-1,-12,nt,nt,-5,nt
CCOC(=O)N1CCN(S(=O)(=O)c2ccc3c(c2)oc(=O)n3C)CC1,8,nt,-15,0,-12,nt,-1
CCN(C[C@H]1N[C@@H](CO)[C@@H]1c1ccc(-c2cccc(F)c2)cc1)C(=O)COC,-24[16.7 µM],0,-11,3,-9,3,4
C=C1C[C@H]2[C@@H]3C=C(C)C4=CC(=O)CC[C@]4(C)[C@H]3CC[C@]2(C)[C@@]1(OC(C)=O)C(C)=O,-5,2,11,-1,-6,-1,9
CCOC(=O)c1cccc(NC(=O)CSc2nnc(-c3cccnc3)n2CC)c1,7,nt,0,-1,nt,nt,nt
Cc1cccc(N2CCN(C(C)C(=O)N3CCc4ccccc43)CC2)c1C (stereo unspecified),-18,-13,-1,6,-5,4,12
CC(C)C(C(=O)NC(C)(C)C)N1C(=O)c2ccccc2C1=O (stereo unspecified),6,nt,2,-1,-6,nt,0
O=C(Cc1ccccn1)NCC[C@H]1CC[C@@H](NS(=O)(=O)c2ccccc2)[C@H](CO)O1,nt,7,8,42,2,-1,-1
O=C(CCn1c(=O)c2ccccc2n(Cc2cc(=O)n3ccccc3n2)c1=O)NCc1ccco1,-2,nt,1,0,nt,nt,nt
CSc1c(CC(=O)Nc2ccccc2Cl)n(Cc2ccccc2)c2ccccc12,8,nt,0,0,11,nt,nt
N=C(N)SCc1cn(-c2ccccc2)nc1-c1ccc(Br)cc1,nt,-3,0,nt,nt,7,nt
O=C(Nc1cccc(-c2cn3cccnc3n2)c1)c1ccc(Br)o1,11,-56,5,-2,10,1,-1
C[C@@H]1CN([C@H](C)CO)C(=O)CCCn2nncc2CO[C@@H]1CN(C)Cc1ccc2c(c1)OCO2,0[16.7 µM],-2,9,-4,0,10,2
O=C(CCN1CCCCC1)NCC[C@H]1CC[C@@H](NC(=O)Cc2cccnc2)[C@@H](CO)O1,1[16.7 µM],5,nt,-1,4,0,-5
CNC(=O)C[C@H]1CC[C@H]2[C@H](COc3ccc(NC(=O)c4ccc(F)c(F)c4)cc3C(=O)N2C)O1,9[16.7 µM],11,0,22,-1,1,5
CC(C)CCNC(=O)c1onc(CSc2nc3ccccc3[nH]2)c1C(=O)NCCC(C)C,-6,0,-2,0,7,-2,3
CC(=O)N=c1sc2nc3ccccc3nc2n1N(C(C)=O)C(C)=O,1,nt,24,1,7,nt,-11
Clc1ccccc1COc1ccc(/C=N/n2cnnc2)cc1,-4,1,nt,12,18,2,3
# (listing goes on)
SMILES,miR-122 sensor,SIRT5 inh,ARNT-TACC3 inh,Cneo AK release,esBAF inh,ERp5 inh,C2C12 statin
COc1ccc(CCNC(=O)c2cc3c(=O)n4cccc(C)c4nc3s2)cc1OC,-2,-6,-4,0,-1,2,14
CCc1cc(C(=O)Nc2cc(S(=O)(=O)N3CCOCC3)ccc2N2CCN(CC)CC2)sc1C,-7,-4,6,-2,0,-3,3
COc1ccc2c(c1)c(=O)oc1cc(OCC(=O)N3CCCC(C)C3)ccc12 (stereo unspecified),5,nt,13,-2,7,nt,-13
Cc1cc(C(F)F)n2ncc(C(=O)NCc3ccccc3)c2n1,-10,nt,-6,1,-3,nt,18
CC1(C)C([N+](=O)[O-])C(c2ccc(Cl)cc2)NC(c2ccc(Cl)cc2)C1[N+](=O)[O-] (stereo unspecified),nt,1,0,0,nt,0,nt
COc1ccccc1CNC(=O)CCn1c(=O)sc2ccccc21,-3,nt,0,13,1,nt,7
C[C@@H]1CN([C@@H](C)CO)S(=O)(=O)c2ccc(Br)cc2O[C@@H]1CN(C)Cc1ccc(C(=O)O)cc1,-4[16.7 µM],-2,-11,-4,1,3,0
Nc1nnc(CC(=O)N/N=C/c2ccc(-c3cccc(C(=O)O)c3)o2)s1,13,20*,28,1,nt,-12,nt
C=CCn1c(C(CC(C)C)CC(C)O)n[nH]c1=S (stereo unspecified),nt,-5,-3,nt,nt,6,nt
CC(C)NC(=O)N(C)C[C@H]1OCCCC[C@H](C)Oc2ccc(NC(=O)C3CCCCC3)cc2C(=O)N([C@@H](C)CO)C[C@H]1C,2[16.7 µM],-2,-3,-2,nt,8,nt
CC(C)NC(=O)Nc1ccc2c(c1)CC(=O)N([C@H](C)CO)C[C@H](C)[C@H](CN(C)C(=O)Nc1ccccc1)O2,-1[16.7 µM],0,-17,-5,-4,-6,-4
COc1ccc(C(=O)NC2CCCc3ccccc32)cc1S(=O)(=O)N1CCOCC1 (stereo unspecified),11,1,0,10,-2,-2,8
CC(Nc1ccccc1)C(=O)Nc1ccc(F)cc1 (stereo unspecified),-4,nt,-3,0,-6,nt,-11
O=C(/C=C/c1ccco1)NC(=S)Nc1ccc(N2CCOCC2)c(Cl)c1,104*,nt,-3,2,-10,nt,-82
COC(=O)c1ccc(/C=C/c2ccc3cccc(OC)c3n2)cc1,nt,-1,-29,nt,nt,5,nt
O=c1ccn([C@@H]2O[C@H](CNCc3cccc4c3sc3ccccc34)[C@@H](O)[C@H]2O)c(=O)[nH]1,-6,1,nt,-2,2,6,8
O=C(COc1ccc(Cl)cc1)N1CCN(Cc2ccc3c(c2)OCO3)CC1,-6&-3,-5&0,-18&-3,0&-3,-2&0,2&0,-1&8
C[C@H](CO)N1C[C@H](C)[C@H](CN(C)S(=O)(=O)c2ccc(Cl)cc2)Oc2c(NS(=O)(=O)c3cn(C)cn3)cccc2C1=O,-5[16.7 µM],6,-7,3,4,-3,-29
COc1cccc(NC(=O)c2cccnc2)c1,0,nt,22,-2,6,nt,-9
CCC(C)(C)c1ccc(OCCCC[n+]2cccc(C)c2C)c(C(C)(C)CC)c1,-24,-1,9,1,nt,nt,nt
COc1ccc(OC)c(NC(=O)C(C)SCc2nc3sc(C)c(C)c3c(=O)[nH]2)c1 (stereo unspecified),nt,-2,20,-2,1,-6,6
Cc1cc(/C=C(\C#N)C(=O)NCc2ccccc2)cc(C)c1O,8,1,-11,-1,6,5,25
COCC(=O)N(C)C[C@@H]1Oc2ncc(/C=C/c3ccccc3)cc2C(=O)N([C@@H](C)CO)C[C@@H]1C,-1[16.7 µM],-17,-10,-2,0,0,-1
O=C(COC(=O)/C=C/c1ccccc1)Nc1ccc(Cl)cn1,-2,-1,0,-1,-11,-1,-1
C#CCOCCOCCOCCNc1nc(N2CCN(C(=O)C([C@@H](C)O)n3cc([C@@H](N)CCCCN)nn3)CC2)nc(N2CCN(C(=O)[C@H](CO)n3cc([C@@H](N)C(C)C)nn3)CC2)n1 (stereo partly specified),-4,-3,18,-1,0,-2,-6

# 4 compounds from above, sorted by molar mass, largest number first:
SMILES,miR-122 sensor,SIRT5 inh,ARNT-TACC3 inh,Cneo AK release,esBAF inh,ERp5 inh,C2C12 statin
COc1ccc(OC)c(NC(=O)C(C)SCc2nc3sc(C)c(C)c3c(=O)[nH]2)c1 (stereo unspecified),nt,-2,20,-2,1,-6,6
COc1ccc(C(=O)NC2CCCc3ccccc32)cc1S(=O)(=O)N1CCOCC1 (stereo unspecified),11,1,0,10,-2,-2,8
COc1ccc(CCNC(=O)c2cc3c(=O)n4cccc(C)c4nc3s2)cc1OC,-2,-6,-4,0,-1,2,14
Cc1cc(C(F)F)n2ncc(C(=O)NCc3ccccc3)c2n1,-10,nt,-6,1,-3,nt,18

# Given as tab-separated lines: 2 of the compounds above
smiles	miR-122 sensor	SIRT5 inh	ARNT-TACC3 inh	Cneo AK release	esBAF inh	ERp5 inh	C2C12 statin
COc1ccc2c(c1)c(=O)oc1cc(OCC(=O)N3CCCC(C)C3)ccc12 (stereo unspecified)	5	nt	13	-2	7	nt	-13
Cc1cc(C(F)F)n2ncc(C(=O)NCc3ccccc3)c2n1	-10	nt	-6	1	-3	nt	18

# Next entries
SMILES,miR-122 sensor,SIRT5 inh,ARNT-TACC3 inh,Cneo AK release,esBAF inh,ERp5 inh,C2C12 statin
N#C/C(=C(/O)c1ccc([N+](=O)[O-])cc1)c1nc2ccccc2[nH]1,6,-5,nt,0,nt,4,nt
NC(=O)c1cccc(-c2cccc3nccn23)c1,-2,0,nt,0,-4,5,8
CC12CN3CC(C)(CN(C1)C3c1ccccc1Cl)C2O (stereo unspecified),-4,nt,-10,14,-8,nt,nt
C[C@@H]1CN([C@H](C)CO)C(=O)c2cc(NC(=O)CCCN(C)C)ccc2O[C@@H](C)CCCCO[C@H]1CN(C)S(=O)(=O)c1ccc(F)cc1,8[16.7 µM],-4,-4,-12,4,-2,nt
O=C(Nc1ccccc1C(=O)NCCCN1CCOCC1)c1ccc(Cl)cc1,-2,0,8,-2,-8,-2,-1
CCC(C)C(N=C1NS(=O)(=O)c2ccccc21)C(=O)N1CCC(C)CC1 (stereo unspecified),1,1,-2,nt,nt,15,nt
COC(=O)Cc1ccc(OCC(=O)NC2CCCC2)cc1,-4,0,-4,-2,-10,2,4
C[C@H](CO)N1C[C@H](C)[C@@H](CN(C)Cc2ccccc2F)Oc2ncc(Br)cc2C1=O,18,-3&4,6,-1&-2,-2&5,-6&0,-9&8
COC(=O)NNC(=O)c1ccc(C)cc1,1,nt,0,0,-7,nt,nt
CN(C(=O)CSc1nc2ccccc2c(=O)n1-c1ccc(F)cc1)C1CCS(=O)(=O)C1 (stereo unspecified),-3,-1,-2,-3,5,0,11
COc1ccc(CNC(=O)CN(c2ccccc2)S(=O)(=O)N(C)C)cc1,-4,-1,-4,nt,-10,-3,-1
COc1ccc(C(=O)Nc2c(N)nc(SCC(=O)c3ccccc3)[nH]c2=O)cc1,-4,4,-6,-4,10,6,1
COc1cccc(C(=O)NCc2n[nH]c(=S)n2-c2cccc(C)c2)c1,2,-2,1,-1,-1,-6,7
O=C(COc1ccc2c(c1)OCO2)Nc1ccc(Cl)cn1,-8,26*,3,-1,46*,-1,-10
COCCNC(=S)N/N=C(\C)CCc1ccc2c(c1)OCO2,3,-5,3,1,-2,2,-16
COc1cccc(C(C)NC(=O)Nc2cccc(C(F)(F)F)c2)c1 (stereo unspecified),11,nt,-9,nt,-10,nt,12
Cc1ccc(S(=O)(=O)NCC2CCC(C(=O)NCc3cccs3)CC2)cc1 (stereo unspecified),nt,3,2,nt,nt,3,nt
COc1ccc(N2CCN(C(=O)Cn3nnc(-c4ccc(N(C)C)cc4)n3)CC2)cc1,4,-5,nt,-1,nt,3,nt
CC(C)NC(=O)Nc1ccc2c(c1)C(=O)N([C@@H](C)CO)C[C@@H](C)[C@@H](CN(C)C(=O)CCCN(C)C)OCCCC[C@H](C)O2,4[16.7 µM],4,2,0,nt,2,nt
O=C(NCCCn1ccnc1)c1cc(S(=O)(=O)N2CCOCC2)ccc1F,-15,-3,2,0,-1,4,2
COC(=O)/C=C1\SC(=NC(=O)c2ccc(OC)cc2)NC1=O,-2,-1,13,0,-1,-2,9
Cc1nn(CC(=O)N(C)C2CCS(=O)(=O)C2)c(C)c1[N+](=O)[O-] (stereo unspecified),nt,-14,-3,nt,nt,2,nt
N#Cc1cccnc1N1CCN(C(=O)c2cccc3c2C(=O)c2ccc(Cl)cc2S3(=O)=O)CC1,0,2,11,1,0,2,-4
CC=Cc1ccc2n(c1=O)C[C@H]1[C@H](CO)[C@@H](C(=O)NCCC)[C@@H]2N1C(=O)C1CCCC1 (mixture of isomers),1[16.7 µM],-22,0,-1,-1,3,25

# Assay outcomes as filed in PubChem.
